# Assay outcomes from PubChem.
# CRFR2-BP ag – agonists of human CRF-binding protein/CRF-R2 receptor complex; HEK293 CRF-R2/CRF-BP, calcium dye fluorescence (FLIPR); percent of saturating CRF peptide response; 0.46% of 350,000 active; AID 588473; activation, % at 13.2 µM;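 active = activation of at least 50%, plus an integration ratio under a set limit after plate pattern correction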;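 note: plate controls were neutral control wells without compound for no effect and CRF at EC100 for full effect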
# CHRM1 antagonist – human CHRM1 antagonism. CHO-K1 hM1, Fluo-8 calcium fluorescence, ACh EC80 antagonist. inhibition, % at 3 µM. 1.3% of 360,000 active;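 active = percent inhibition above its own plate's cutoff, namely the mean of that plate's compound wells plus 3 SD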;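 note: peak over basal fluorescence ratio during 140 s after agonist addition; 0% = ACh EC80 plus DMSO and 100% = DMSO alone without agonist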
# Target sequence (P11229 whole entry, looked up): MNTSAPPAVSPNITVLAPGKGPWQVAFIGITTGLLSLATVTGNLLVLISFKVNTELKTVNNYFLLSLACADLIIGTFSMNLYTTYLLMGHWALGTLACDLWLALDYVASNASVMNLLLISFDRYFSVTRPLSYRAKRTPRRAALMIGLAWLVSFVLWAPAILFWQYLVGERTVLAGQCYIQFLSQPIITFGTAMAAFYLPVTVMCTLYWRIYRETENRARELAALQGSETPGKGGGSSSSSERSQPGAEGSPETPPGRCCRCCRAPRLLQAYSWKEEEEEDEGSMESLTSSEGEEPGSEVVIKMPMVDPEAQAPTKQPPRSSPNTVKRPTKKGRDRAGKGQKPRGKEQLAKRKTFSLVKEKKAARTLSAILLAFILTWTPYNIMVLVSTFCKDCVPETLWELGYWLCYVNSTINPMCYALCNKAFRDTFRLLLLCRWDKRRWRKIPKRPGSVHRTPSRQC
# M1 PAM – human CHRM1 positive allosteric modulation | P11229 | CHO-K1 hM1, Fluo-8 calcium fluorescence, ACh EC20; 0% = ACh EC20, 100% = maximal ACh | 0.088% of 360,000 active | activation, % at 3 µM; in the data active = activation above about 19%, passing the limit was not always enough
# CHRM4 antagonist – CHRM4 antagonism in calcium assay. P08173. CHO-hM4 cells, ACh EC80, Fluo-8 calcium fluorescence. inhibition, % at 3 µM. 0.73% of 360,000 active. AID 624125;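 active = inhibition above its plate's cutoff, the mean inhibition of sample wells plus 3 SD, cut at about 27% in these data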;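 note: 0% = acetylcholine EC80 with DMSO and 100% = DMSO without agonist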
# Target sequence (P08173 whole entry, looked up): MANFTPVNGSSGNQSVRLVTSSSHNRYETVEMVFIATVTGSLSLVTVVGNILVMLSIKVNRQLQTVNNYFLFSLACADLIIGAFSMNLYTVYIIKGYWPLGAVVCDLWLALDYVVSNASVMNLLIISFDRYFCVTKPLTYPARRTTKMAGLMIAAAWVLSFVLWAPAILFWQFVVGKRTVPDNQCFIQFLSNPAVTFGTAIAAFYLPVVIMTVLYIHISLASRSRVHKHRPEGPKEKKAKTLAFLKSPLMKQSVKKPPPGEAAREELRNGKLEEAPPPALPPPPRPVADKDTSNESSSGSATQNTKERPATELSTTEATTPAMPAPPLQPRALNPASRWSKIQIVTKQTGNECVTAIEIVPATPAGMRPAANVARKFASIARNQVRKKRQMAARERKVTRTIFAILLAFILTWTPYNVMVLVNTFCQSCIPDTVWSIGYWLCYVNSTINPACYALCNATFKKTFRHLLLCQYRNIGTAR
# CHRM5 antagonist – blocks acetylcholine activation of human M5 receptor | CHO-hM5 cells, Fluo-8 calcium fluorescence, ACh EC80 | P08912 | 0.59% of 360,000 active | inhibition, % at 3 µM | AID 624040;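 active = inhibition above a per-plate cutoff, the mean of that plate's test compounds plus 3 SD, cut at about 27% in these data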;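 note: 0% = acetylcholine EC80 with DMSO and 100% = DMSO without agonist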
# CHRM5 agonist – CHRM5 agonism in calcium assay | P08912 | CHO-K1 hM5 cells, Fluo-8 calcium fluorescence; 0% DMSO wells, 100% maximal acetylcholine response | 0.19% of 360,000 active | AID 624037 | activation, % at 3 µM;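 active = activation above the run's mean over test compounds plus 3 SD, cut at about 23% in these data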;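 note: signal is peak over basal fluorescence ratio across the kinetic read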
# M5 PAM – potentiates acetylcholine response at human M5 receptor; P08912; CHO-K1 hM5, Fluo-8 calcium, ACh EC20 PAM; 0% = ACh EC20, 100% = ACh EC100; activation, % at 3 µM; 0.3% of 360,000 active;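 active = activation above the run cutoff, the mean activation of all test compounds plus 3 SD, cut at about 18% in these data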
#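 Assay system – human M5 receptor in CHO-K1 cells · Read-out – % activation, ACh-normalized · Technique – Fluo-8 calcium fluorescence · Dosing – single-point, 3 µM nominal · Incubation – Fluo-8 loading 80 min at 37 °C plus 30 min room temperature · Repeats – singlicate, one well per test compound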
# CHRM4 PAM – positive allosteric modulators of human muscarinic M4 receptor; 0.4% of 360,000 active; AID 624126; activation, % at 3 µM; CHO-K1 hM4/Gqi5, Fluo-8 calcium fluorescence, ACh EC20; 0% = ACh EC20, 100% = maximal ACh; P08173;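 active = activation above its plate's cutoff, the mean activation of sample wells plus 3 SD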; note: some results filed as inactive read as strong as hits
# M4 ag – CHRM4 agonism in calcium assay; P08173; activation, % at 3 µM; 0.14% of 360,000 active; CHO-K1 hM4/Gqi5, Fluo-8 calcium fluorescence; vehicle 0%, full acetylcholine response 100%;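 active = activation above the run mean over all test wells plus 3 SD, cut at about 32% in these data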;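 note: peak over basal fluorescence ratio per well then scaled between controls; 0% = DMSO wells and 100% = acetylcholine at EC100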
# Active calls of the source: *; / = not tested or not shown.
# Fields – CRFR2-BP ag	CHRM1 antagonist	M1 PAM	CHRM4 antagonist	CHRM5 antagonist	CHRM5 agonist	M5 PAM	CHRM4 PAM	M4 ag
Cc1cc(C)n(-c2ccc(F)cc2CN2CCN(Cc3ccccc3)C(CCO)C2)n1 (stereo not given)
  0.8	39*	-19	10	8	-15	5	-18	2
COc1ccc(NC(=S)N2CCC(C(=O)c3ccc(F)cc3)CC2)c(OC)c1
  0.5	-15	13	4	-5	-1	-1	3	2
COc1ccc(S(=O)(=O)NCCSc2ccc(C)cc2)cc1OC
  -3.0	-35	9	8	6	1	-12	-6	4
COc1ccc2nc3oc(C(=O)N4CC(C)CC(C)C4)cc3cc2c1 (stereo not given)
  -1.0	-7	3	-7	1	-4	0	2	2
O=C(O)c1occc1CSc1ccccc1
  -1.4	-9	6	6	-2	1	6	-2	0
O=C(c1ccc(Cl)c(S(=O)(=O)N2CCOCC2)c1)N1CCN(c2ccccc2F)CC1
  -1.3	-14	11	1	11	-4	-11	-1	5
C[C@H](CO)N1C[C@H](C)[C@@H](CN(C)C(=O)NC2CCCCC2)Oc2c(NC(=O)Cc3ccccc3)cccc2C1=O
  -1.7	-10	6	-9	1	2	7	3	-1
COc1ccccc1C1CC(=O)Oc2cc(C)c(Cl)cc21 (stereo not given)
  1.5	-10	11	-23	-2	-2	-1	10	0
O=C(CC(=O)c1ccccc1)CC(O)(C=Cc1ccccc1)c1ccccc1 (stereo not given)
  2.0	-14	1	-2	-1	0	9	-7	4
COc1cc(-c2noc(C)c2C(=O)NCC[C@@H]2CCCN2C)cc(OC)c1OC
  0.6	-17	7	-19	-5	0	-2	3	1
COCCn1c(=O)[nH]c2cc(C(=O)NCc3ccccc3)ccc2c1=O
  -1.9	-3	8	-2	-5	1	-2	-4	1
C[C@@H]1CN([C@@H](C)CO)C(=O)CCCn2nncc2CO[C@@H]1CN(C)S(=O)(=O)c1cn(C)cn1
  8.0	3	5	-14	-1	0	3	3	0
COC(=O)[C@H]1CCCN1C(=O)Nc1cccc(Oc2c(F)c(F)c(F)c(F)c2F)c1
  4.1	4	3	-2	2	4	3	-4	1
O=C(c1ccc(Cl)cc1)N1CCc2c([nH]c3ccccc23)C1C(F)(F)F (stereo not given)
  -0.4	-10	3	-9	-13	-3	12	-2	-1
CCC(C)[C@H](NC(=O)NCc1cccnc1)C(=O)OC (stereo not given in full)
  -0.3	5	-2	-6	7	-2	-8	-15	0

# Fields – CRFR2-BP ag	CHRM1 antagonist	M1 PAM	CHRM4 antagonist	CHRM5 antagonist	CHRM5 agonist	M5 PAM	CHRM4 PAM	M4 ag
CC(=O)c1cccc(NC(=O)C2Cc3c(-c4ccc5c(c4)OCO5)ccnc3O2)c1 (stereo not given)
  /	6	-2	4	9	3	-12	-9	15
Cc1nn(C)c(NC(=O)c2ccc(Cl)cc2)c1Cl
  1.6	-12	3	-4	6	-5	-3	-1	2
COc1cccc(OCC(=O)O)c1
  2.2	-2	5	1	-1	0	3	-1	1
Cc1ccc(S(=O)(=O)Oc2ccc(C3C4=C(CCCC4=O)N(CCC(=O)O)C4=C3C(=O)CCC4)cc2Cl)cc1
  6.1	6	-4	3	3	-2	-2	-2	0
COc1ccccc1-n1ccnc(SCC(=O)NC2CCCC2)c1=O
  -1.1	-17	14	-6	5	-4	-2	13	1
COc1ccc(NC(=O)CN2CCN(c3ccccn3)CC2)cc1Cl
  -0.3	5	-3	7	8	1	-4	-5	2
C[C@H](OC(=O)NCc1ccc(C(F)(F)F)cc1)[C@@H]1O[C@@]2(C)CCC[C@@H]1O2
  -1.5	-8	4	0	5	0	4	3	0
CCCCCCCC(=O)NNC(=O)c1c(O)c2ccccc2n(CCC)c1=O
  4.0	-4	12	0	0	-1	-1	2	0
CC(C)CCOc1cccc(OCC(=O)Nc2ccncc2)c1
  2.0	26	-14	21	33*	9	-14	-12	20
CCOc1ccc(S(=O)(=O)Nc2cccc(C(=O)NCC3(N4CCCCC4)CCCCC3)c2)cc1
  -0.4	12	-6	6	0	-6	-2	-3	2
CC(=O)Nc1cccc(/C(C)=N/NC(=O)c2ccc3c(c2)OCO3)c1
  -0.6	-13	15	4	-2	-2	1	-2	3
COC(=O)/C=C/C(=O)Nc1cccnc1
  -5.0	-7	10	-1	-2	2	1	-3	1
Cn1nc(-c2ccc(Cl)cc2)cc1NC(=O)CCCC(=O)O
  -0.2	-17	13	3	-9	-1	2	-2	1
COc1ccc(-c2nc(NC(=O)CCNC(=O)c3ccco3)sc2C)cc1
  -1.7	6	-4	14	15	3	-10	-17	6
CNC(=O)CN(C)S(=O)(=O)c1ccc(OC)c(Cl)c1
  0.3	-20	5	-13	-5	1	-3	4	1

# Fields – CRFR2-BP ag	CHRM1 antagonist	M1 PAM	CHRM4 antagonist	CHRM5 antagonist	CHRM5 agonist	M5 PAM	CHRM4 PAM	M4 ag
COc1ccc(OC)c(C(c2nnnn2Cc2ccccc2)N2CCN(C)CC2)c1 (stereo not given)
  0.3	0	3	3	-6	-7	-2	-3	0
Nc1nonc1-n1nnc(C(=O)N/N=C/c2ccc(OCc3ccccc3F)cc2)c1CNc1ccccc1
  6.8	-7	6	-9	1	-3	8	5	1
Cc1cccc(-n2c(=O)c3c(C)c(C)sc3n(CC(N)=O)c2=O)c1
  -0.9	-10	9	4	12	-2	-3	2	0
Cc1ccc(NC2c3ncccc3C(=O)N2C2CCCCC2)cc1C (stereo not given)
  4.4	-2	-1	-16	-5	0	-4	-1	3
COc1ccc(C(=O)NCC(=O)OCC(=O)Nc2ncc(Cl)cc2Cl)cc1[N+](=O)[O-]
  -0.5	6	1	5	1	1	2	2	1
Cc1cc(C)n2nc(/C(C#N)=C/c3ccccc3)c(C#N)c2n1
  1.8	-3	4	-13	-2	-4	0	-4	3
OCCNc1cc(-n2nc(-c3ccccc3)cc2-c2ccccc2)ncn1
  0.5	-6	8	-5	-1	-9	2	1	4
COc1ccc(NC(C)=O)cc1S(=O)(=O)NCc1ccc2c(c1)OCO2
  0.0	-27	18	-18	-9	0	1	14	3
Cc1cc(C(=O)COC(=O)C2=COCCO2)c(C)n1-c1ccc2c(c1)OCO2
  -1.2	-4	-1	7	4	-1	-7	-1	5
O=C(N/N=C/c1ccncc1)c1cnccn1
  0.4	4	-2	-7	4	4	3	-4	1
CCOC(=O)c1ccc(NC(=S)Nc2ccc(Br)cc2N)cc1
  -0.6	1	-6	15	17	-1	-8	-8	2
CS(=O)(=O)N1CCC(C(=O)Nc2c(F)cccc2F)CC1
  12	-2	3	-9	-9	-4	-5	10	1
Cc1ccc(C)n1CCN1CCN(C(=O)CC#N)CC1
  1.9	-1	4	-3	5	-3	-6	4	0
CC(O)(C(=O)c1ccccc1)c1ccccc1 (stereo not given)
  /	-2	10	6	9	-4	-4	22	0
c1ccc(-n2ncc3c(NCc4ccc5c(c4)OCO5)ncnc32)cc1
  1.5	-4	6	4	-1	-2	-11	0	2

# Fields – CRFR2-BP ag	CHRM1 antagonist	M1 PAM	CHRM4 antagonist	CHRM5 antagonist	CHRM5 agonist	M5 PAM	CHRM4 PAM	M4 ag
S=C(NC1CCCC1)N1CCN(c2ccccn2)CC1
  -0.7	-1	4	9	7	-3	-4	-1	2
CC1CCCC(C)N1C(=O)CSc1nc(N)cc(N)n1 (stereo not given)
  -2.0	2	2	-2	11	-4	-1	1	0
CC1NC(=O)c2cc3ccccc3cc2-n2c1nc1ccc(F)cc1c2=O (stereo not given)
  -0.4	-10	1	4	5	2	-4	-2	1
CCOC(=O)CNC(=O)CSc1nc2cccnc2n1CC
  -1.0	1	1	-2	-1	0	8	-2	0
COc1ccc(CC(=O)OCC(=O)Nc2ncc(Cl)cc2Cl)cc1
  -0.7	-21	3	1	-5	-6	-6	10	1
O=[N+]([O-])c1ccc(/C=C/c2ccc3cccc([N+](=O)[O-])c3n2)cc1
  -1.3	4	0	3	2	-6	-3	-6	0
COc1ccc(NC(=O)C2CCCN2C(=O)NC2CCCCC2)cc1 (stereo not given)
  -0.1	-12	10	3	9	-3	-1	6	2
O=C(O)c1cc(-c2c[nH]c3ccccc23)nc2ccc3ccccc3c12
  -2.7	-5	9	6	14	-2	-5	1	0
CCCNc1nc2c(c(=O)[nH]c(=O)n2C)n1Cc1ccc(F)cc1
  -1.4	-2	7	-16	-2	1	1	0	1
Cc1ccccc1CN1C(=O)C(C)S/C1=N/N=C/c1ccco1 (stereo not given)
  -1.4	-9	6	-17	-17	-5	-7	20	0
Cc1ccc(NC(=O)C2CCC(CNC(=O)[C@@H]3Cc4ccccc4CN3)CC2)cc1 (stereo not given in full)
  -0.8	-2	0	3	15	-10	-6	0	0
CC(C)(C)c1ccc(COC(=O)Nc2ccc(F)cc2)cc1
  0.2	-2	-4	-3	-5	-5	-2	4	3
c1ccc2c(c1)[nH]c1c(N3CCN(C4CCCCC4)CC3)ncnc12
  -0.9	-8	5	1	3	-14	-7	-3	2
Cc1cc(C(=O)NCCN2CCOCC2)ccc1[N+](=O)[O-]
  0.1	-2	6	-24	5	-5	0	12	2
Cc1ccc(-c2csc(/C(C#N)=C(\O)CN3CCN(C(=O)c4ccco4)CC3)n2)cc1
  -2.5	-19	11	-4	-6	0	5	5	-1

# Fields – CRFR2-BP ag	CHRM1 antagonist	M1 PAM	CHRM4 antagonist	CHRM5 antagonist	CHRM5 agonist	M5 PAM	CHRM4 PAM	M4 ag
O=C(c1csc(Nc2cccc3ccccc23)n1)N1CCCC1
  -0.1	-8	6	-11	0	-1	5	9	-2
CCCN(Cc1nnc(-c2ccccc2Cl)o1)C(=O)c1cc([N+](=O)[O-])cc([N+](=O)[O-])c1
  -1.6	-5	3	-14	11	-4	-7	6	3
Cc1cc(C)c(NC(=O)C2CC(=O)N(C3CCCC3)C2)c(C)c1 (stereo not given)
  -0.3	-7	6	7	14	3	-2	6	0
Cc1ccc(Cl)cc1NC(=S)N(Cc1ccccc1)Cc1cccnc1
  -2.2	-3	5	-7	5	-1	4	-2	1
O=C(COc1ccccc1)Nc1ccc(N2CCN(C(=O)c3cccs3)CC2)cc1
  0.1	8	1	-4	5	5	-3	8	9
CCOC(=O)Nc1ccc(NS(=O)(=O)c2ccc(C)cc2)cc1
  -1.6	-4	8	13	-4	1	-1	7	0
Cc1cc(-c2nnc(CCC(=O)NC(C)(C)C34CC5CC(CC(C5)C3)C4)o2)no1
  -3.0	-4	4	-1	4	-3	-2	-2	1
Cc1cc(N2O[C@H]3C=C[C@@H]2C3)no1
  -1.6	-3	2	-12	-9	0	0	-1	0
Nc1cc(=O)[nH]c(SCC(=O)Nc2ccc(N3CCCCC3)cc2)n1
  2.3	-14	9	-6	2	2	4	7	1
CC(C)(C)OC(=O)N1CCC(C(=O)Nc2ccc(C(=O)NC3CC3)cc2)CC1
  -0.9	3	-4	17	-2	2	-2	-5	0
COc1ccc(N(CC(=O)Nc2ccc(S(=O)(=O)N3CCCCC3)cc2)S(C)(=O)=O)cc1OC
  3.5	-10	4	10	11	-1	2	-4	1
Cc1nn(C)c(C)c1/C=N/NC(=O)C(C)(C)Oc1ccc(Cl)cc1
  -0.5	13	-7	4	2	-1	-2	-1	0
OC[C@@H]1CN(CCN2CCOCC2)C[C@H](n2cnc3c(NC4CCCC4)ncnc32)O1
  /	-7	6	-13	12	-1	-2	6	0
COc1cccc(NS(=O)(=O)c2ccc(-c3coc(C)n3)cc2)c1
  -2.1	-3	6	-1	5	0	-3	7	7
COC(=O)c1cc(Cn2nc(C(=O)O)c3ccccc3c2=O)oc1C
  -2.9	9	-7	-2	0	-4	3	-2	1
